Screens from PubChem BioAssay.
Pyk2 oligo antag: blocks oligomerization of human Pyk2 in cells; Q293 cells, Pyk2 FERM NanoBiT luminescence; active compounds read low; 99,000 tested, 0.83% active; AID 1347419; Q14289; z-score (the deposit names both 25 µM and 10 µM);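 active = Z-score of -3 or lower, scaled per plate to the spread of control and sample wells; inactive = z-score above -3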;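 also: negative z-score means lost luminescence so less FERM oligomerization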
Target sequence (Q14289 whole entry, looked up): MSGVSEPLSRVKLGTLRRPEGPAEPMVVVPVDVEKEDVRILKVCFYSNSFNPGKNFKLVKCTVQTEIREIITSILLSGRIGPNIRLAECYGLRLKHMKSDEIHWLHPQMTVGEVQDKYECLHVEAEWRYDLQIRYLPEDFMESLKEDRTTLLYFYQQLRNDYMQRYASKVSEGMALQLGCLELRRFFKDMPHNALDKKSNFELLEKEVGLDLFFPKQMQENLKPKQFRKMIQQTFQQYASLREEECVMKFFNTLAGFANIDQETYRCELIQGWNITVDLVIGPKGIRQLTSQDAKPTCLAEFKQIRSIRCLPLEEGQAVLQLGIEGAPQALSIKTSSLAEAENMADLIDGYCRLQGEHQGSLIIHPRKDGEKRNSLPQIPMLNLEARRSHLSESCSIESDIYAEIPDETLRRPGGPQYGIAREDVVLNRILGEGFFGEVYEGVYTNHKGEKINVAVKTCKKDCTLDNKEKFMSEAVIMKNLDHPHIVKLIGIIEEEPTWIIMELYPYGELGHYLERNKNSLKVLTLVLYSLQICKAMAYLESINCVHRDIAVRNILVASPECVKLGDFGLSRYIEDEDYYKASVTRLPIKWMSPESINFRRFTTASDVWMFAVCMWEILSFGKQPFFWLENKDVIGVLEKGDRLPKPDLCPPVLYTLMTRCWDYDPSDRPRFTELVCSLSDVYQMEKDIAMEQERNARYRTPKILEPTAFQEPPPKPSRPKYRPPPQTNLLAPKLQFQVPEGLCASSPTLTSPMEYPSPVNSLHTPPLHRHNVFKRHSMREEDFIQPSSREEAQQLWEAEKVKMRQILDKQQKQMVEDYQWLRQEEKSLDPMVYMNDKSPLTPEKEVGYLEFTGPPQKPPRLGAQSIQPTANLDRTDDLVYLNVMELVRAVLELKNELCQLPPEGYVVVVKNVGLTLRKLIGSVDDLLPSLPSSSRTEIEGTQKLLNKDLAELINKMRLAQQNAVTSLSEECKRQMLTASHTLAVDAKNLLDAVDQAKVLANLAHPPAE
HUVEC tox IL1B: HUVEC cytotoxicity counter-screen, IL-1B stimulated; HUVEC cell count loss, Hoechst imaging; cell count reduction, % at 2 µM; 94,000 tested, 0.41% active;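 active = cell count reduction more than 3 SD above the screen-wide mean, cut at about 70% in these data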;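 also: normalized per plate to untreated control cells as the no-loss baseline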
ERa coact inh: blocks coactivator binding to human estrogen receptor alpha. P03372. TR-FRET ER-alpha LBD / SRC-1 peptide, estradiol-bound. inhibition, % at 25.6 µM. 86,000 tested, 1.7% active. AID 629; in the data active = inhibition above about 50%;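 also: 0% = receptor plus peptide control and 100% = peptide only without receptor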
HUVEC tox TNFa: toxic to HUVEC cells under TNF alpha stimulation | HUVEC TNFalpha-stimulated, Hoechst cell count, imaging | 93,000 tested, 0.17% active | AID 848 | cell count reduction, % at 2 µM;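 active = cell count reduction exceeding the screen mean by over 5 SD, scaled to untreated wells per plate, cut at about 78% in these data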;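 also: cells counted after 24 h of TNF alpha exposure following the 1 h pretreatment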
FAK blocker: inhibitors of human focal adhesion kinase; Q05397; biochemical FAK kinase activity assay; inhibition, %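 (tested at 7 µM)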; 97,000 tested, 0.84% active; in the data active = inhibition above about 19%;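 also: 0% = DMSO and 100% = reference compound high control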
PTPN22 act: increases human PTPN22 phosphatase activity; Q9Y2R2; recombinant LYP, DiFMUP fluorescence; 0 = plate median, 100 = signal doubled; activation, % at 2 µM; 96,000 tested, 0.11% active;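 active = activation at 2 µM above a set limit, the mean plus 5 SD, cut at about 37% in these data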
F-actin modifier: modifiers of cytoskeleton assembly. inhibition, % at 2 µM. AID 836. 91,000 tested, 0.18% active. HUVEC TNFa F-actin phalloidin imaging, high content;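 active = inhibition above the batch mean plus 3 SD and confirmed as a hit by visual image inspection, cut at about 30% in these data, passing the limit was not always enough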; also: strong numbers were not always called active
LYP inh 2: LYP (human) phosphatase inhibition; recombinant LYP catalytic domain, DiFMUP fluorescence; Q9Y2R2; 96,000 tested, 0.21% active; inhibition, % at 2 µM;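 active = inhibition at 2 µM at or above a set limit, the screen mean plus 3 SD, cut at about 24% in these data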;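 also: 0% = DMSO with enzyme and 100% = enzyme fully blocked by orthovanadate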
VCAM1 TNFa inh: reduces TNF alpha induced VCAM1 expression in HUVEC | inhibition, % at 2 µM | HUVEC TNFa-induced VCAM-1 immunofluorescence, high-content imaging | 95,000 tested, 0.48% active | AID 802;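 active = inhibition above the batch mean plus 3 SD, with images confirmed as a hit by eye, cut at about 37% in these data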;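 also: 0% = TNF-stimulated DMSO wells and 100% = unstimulated control wells; not every result past the cut was called active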
An asterisk follows results filed as active; / = no result given; & = joins results of further samples; [ ] = dose if it differs, or a comment.

SMILES	Pyk2 oligo antag	HUVEC tox IL1B	ERa coact inh	HUVEC tox TNFa	FAK blocker	PTPN22 act	F-actin modifier	LYP inh 2	VCAM1 TNFa inh
CCOc1ccc(OCC)c(S(=O)(=O)N2CCCCC2C)c1 (configuration not stated)	-0.55	-21	1	-30	-2	6	-5	-9	4
Cn1nnnc1SCc1nc2ccccc2s1	-0.4	-23	-5	-22	-2	1	-7	-1	23
O=C(Cn1cnnn1)Nc1ccccc1Cc1ccccc1	1.6	-11	6[fluorescence artefact?]	/	-1	-4	/	2	/
C=CCOC(=O)C1=C(C)NC(SCC(=O)NC(=O)OCC)=C(C#N)C1c1cccnc1 (configuration not stated)	-1.4	-45	-10[fluorescence artefact?]	-5	-8	13	-25	-15	-1
CCOC(=O)c1cn2cccnc2n1	-0.26	/	6[fluorescence artefact?]	3	-4	6	-6	-6	-12
C/C(=C\C(=O)O)CC(=O)O	-0.33	6	4	-2	-3	-6	11	5	-4
CC(=O)c1sc(NC(=O)c2cc3c(C)nn(-c4ccccc4)c3s2)nc1C	-0.05	3	42	-14	-2	-8	8	8	19
O=C(Nc1cccc(F)c1)N(Cc1ccc(Cl)cc1)CC(O)C(F)(F)F (configuration not stated)	-0.37	6	/	-4	1	1	24	3	7
Cc1cccc(NC(=O)c2snc3c(=O)[nH]cnc23)c1	/	-15	0	-40	1	1	2	-3	-18
CC(C)c1ccc(SCc2noc(C(=O)NCC3CCCO3)c2C(=O)O)cc1 (configuration not stated)	/	26	/	-32	4	-8	10	10	12
COc1ccc(NC(=O)c2ccco2)cc1NC(=O)c1ccc(Br)o1	-1	-15	-4	-27	-8	-4	6	6	3
CC1=C(OC(=O)c2ccccc2)C(C)(C)C(c2ccc(Br)cc2)OC1=O (configuration not stated)	-1.6	14	9[fluorescence artefact?]	-27	2	3	4	-2	6
COc1ccccc1CCNC(=O)c1ccoc1C	0.18	-51	9	-20	1	1	-5	-6	8
CCOc1ccc2c(c1)c1nnc(SCC(=O)N3CCCCC3C)nc1n2C (configuration not stated)	0.25	16	-4	-27	9	6	14	-7	8
O=S(=O)(c1ccc(NCC2CCCCC2)nc1)N1CCOCC1	-0.39	-3	0	20	3	4	-33	-3	8
O=C(Nc1cccc2c1CCCC2)C1CCN(c2nnnn2-c2ccccc2)CC1	0.51	-14	-2	4	0	2	1	-6	3
Cc1cc(=O)[nH]c(SCC(=O)Nc2ccc(Br)cc2)c1C#N	-0.79	-25	-3	-22	-3	11	/	-15	-14
CC(=O)/C=C(/C)NC(Cc1c[nH]c2ccccc12)C(=O)O (configuration not stated)	0.05&2.2	-2&-25	-4&-12	-21&-44	-5&-1	5&8	5&-4	-6&-7	0&17
O=C(c1cccc(S(=O)(=O)N2CCOCC2)c1)N1CCN(c2ccc(F)cc2)CC1	0.97	/	-5	-18	2	0	7	-2	-2
CCCn1nnnc1SCC(=O)N1CCCc2ccccc21	0.52	-9	-4	-8	-3	16	6	-12	12
CCSc1nc2ccccc2n1Cc1nc(N)nc(N(C)C)n1	0.06	-4	0	-12	-4	11	-6	-7	21
Cc1ccc(-n2nnc3c(=O)oc4ccccc4c32)cc1	-0.12	-6	-18	-12	-1	-9	13	9	-24
CCN1CCN(C(=O)C2CCN(C(=O)c3cc4sccc4n3CC)CC2)CC1	/	14	-2	-4	4	-7	-14	5	12
CCOc1ccc(NC(=O)C23CC4CC(C2)CC(c2ccccc2)(C4)C3)cc1	0	-27	/	0	0	1	3	2	-1
C/C(Cl)=C\Cn1c(N2CCCCCC2)nc2c1c(=O)n(C)c(=O)n2C	-0.23	6	5	-18	-1	-6	-11	8	-2
Cn1c(CC(=O)Nc2ccccc2)nnc1SCCOc1ccccc1	0.67	-25	-11	-13	-1	14	6	-16	16
Oc1c(C(c2ccccc2)N2CCN(Cc3ccccc3)CC2)sc2ncnn12 (configuration not stated)	/	-46	-7	-10	2	2	-1	-2	10
c1ccc(-c2cc(-c3nn4c(-c5ccco5)nnc4s3)c3ccccc3n2)cc1	-0.21	-27	70*[fluorescence artefact?]	-10	6	-17	-15	16	-1
O=C1C(C=NCC2CCCO2)=C(O)c2ccccc21 (configuration not stated)	0.47	-19	2	1	-2	5	-18	-8	-11
COc1ccc(OC)c(-n2c(SCC(C)=O)nnc2-c2cccc(S(=O)(=O)N(C)C)c2)c1	0.78	-2	5	-13	-1	-4	5	3	-8
COc1ccc(/C=N/c2nc3ccccc3n2CCN2CCCCC2)cc1OC	-0.8	-133	16	-32	-1	-7	14	9	-18
CCOC(=O)c1cnc(SC2CC(=O)N(c3cccc(OC)c3)C2=O)nc1N (configuration not stated)	-0.4	-8	/	-9	2	12	-17	-13	4
Cc1cccc(N2CCN(C(=O)c3ccccc3NC(=O)C3CC=CCC3C(=O)O)CC2)c1 (configuration not stated)	-0.43	0	/	1	0	2	2	-2	-2
Cc1ccc(C(=O)O)cc1NC(=S)NC(=O)Cc1ccccc1	-0.25	61	/	-14	6	-2	15	5	-2
COc1cccc(NC(=O)CSc2ccccn2)c1	-0.01	14	-9	9	3	-9	0	8	-18
O=C(Nc1cc(Cl)cc(Cl)c1)C(NCCO)c1ccccc1 (configuration not stated)	-0.39	-6	-7	-11	1	11	-9	-15	13
Cc1ccc(C(=O)CSc2nnc(-c3c[nH]c4ccccc34)o2)cc1	-0.88	14	/	-18	2	-4	26	6	11
c1nc2sc3c(c2c2nnnn12)CCC3	0.42	-6	3	33	5	7	34	-10	28
Cc1ccc(S(=O)(=O)N/N=C\c2cn(-c3ccccc3)nc2-c2ccccc2)cc1	-0.82	-12	/	4	-6	-5	8	7	-8
COc1cc(C(c2sc3nc(C)nn3c2O)N2CC(C)CC(C)C2)cc(OC)c1OC (configuration not stated)	/	-27	-6	-19	1	3	5	-4	17
C=CCNC(=S)NNC(=O)c1ccc2c(c1)OCO2	0.61	39	/	-8	6	-4	11	8	9
CC(c1nnc(SCC(=O)NC(=O)NCc2ccco2)n1-c1ccc(Cl)cc1)N(C)C (configuration not stated)	-0.12	6	30[fluorescence artefact?]	-16	-4	-10	-6	8	11
O=C1c2ccncc2C(=O)N1C1CCCCC1	1.2	-4	-2	-36	-1	-8	34	10	-13
Cc1ccccc1-c1nnc2c3ccccc3c(C)nn12	0.2	-16	-7	-10	-1	10	1	-14	33
O=C(c1oc(=O)c2ccccc2c1-c1ccccc1)N1CCOCC1	-0.41	8	3	-39	-2	-9	21	7	-6
Cc1nc2oc(C(=O)c3ccc(Br)cc3)c(N)c2c2c1COC(C)(C)C2	0.47	-9	-4	-1	1	1	-30	-3	-3
Cc1cccc(-c2noc(CCc3ccccc3)n2)c1	/	2	-9	-29	-7	2	20	-3	-3
CCOC(=O)c1cc2cc(C)ccc2[nH]1	1.6	0	0	-13	3	0	-13	-2	-25
NC(=O)c1ccccc1NC(=O)/C=C/c1c(Cl)cccc1Cl	-2.6	0	/	-40	-1	-6	-3	8	-11
CCOC(=O)c1nnn(-c2nonc2N)c1CN(CC)CC	-0.45	2	-1	-13	-3	-4	1	2	-3
CCOc1cc(C)c(C(C)C)cc1S(=O)(=O)n1ccc(C)n1	-0.92	-44	3	-13	2	-12	19	12	5
CCN(CC)CCn1c2ccccc2c2nc(C)sc21	0.41	8	5	12	0	-4	-1	1	8
COc1ccccc1NS(=O)(=O)c1cc([N+](=O)[O-])ccc1N/N=C/c1c(C)[nH]c2ccccc12	-3.1*	26	/	-10	-2	3	5	-2	12
Cc1cc(=O)oc2cc(OCC(O)CN3CCc4ccccc4C3)ccc12 (configuration not stated)	0.3	-18	-2	-18	0	-3	1	6	8
CCN(CC)CCOC(=O)C1(c2ccc(OC)c(OC)c2)CCCC1	0.26	5	-5	-22	0	4	4	-4	10
CCOC(=O)C1=C(CN2CCc3ccccc32)NC(=O)NC1c1ccc(Cl)cc1 (configuration not stated)	-2.1	-2	-5	-25	-1	-13	/	14	10
Cn1cc(S(=O)(=O)Nc2cccc(F)c2)c(=O)n(C)c1=O	/	-4	-6	-18	6	1	15	-5	-9
CCN(CC)C(=O)CN(c1ccc(C)cc1)S(=O)(=O)c1ccc(SC)cc1	-0.59	-1	33	-6	5	10	-1	-10	12
CCN1C(=O)CC(N2CCC(C(=O)N3CCOCC3)CC2)C1=O (configuration not stated)	2.5	-20	-11	-1	-2	-5	-6	2	17
O=C1CC(C(=O)Nc2ccc(O)c(C(=O)O)c2)C(c2ccccc2)O1 (configuration not stated)	-0.23	-20	18	-10	-4	3	24	0	12

Single records (already shown). Order of values: Pyk2 oligo antag, HUVEC tox IL1B, ERa coact inh, HUVEC tox TNFa, FAK blocker, PTPN22 act, F-actin modifier, LYP inh 2, VCAM1 TNFa inh
O=C1CC(C(=O)Nc2ccc(O)c(C(=O)O)c2)C(c2ccccc2)O1 (configuration not stated) as listed: -0.23, -20, 18, -10, -4, 3, 24, 0, 12
CCOc1cc(C)c(C(C)C)cc1S(=O)(=O)n1ccc(C)n1 as listed: -0.92, -44, 3, -13, 2, -12, 19, 12, 5
COc1ccc(NC(=O)c2ccco2)cc1NC(=O)c1ccc(Br)o1 as listed: -1, -15, -4, -27, -8, -4, 6, 6, 3
CC1=C(OC(=O)c2ccccc2)C(C)(C)C(c2ccc(Br)cc2)OC1=O (configuration not stated) as listed: -1.6, 14, 9[fluorescence artefact?], -27, 2, 3, 4, -2, 6
O=S(=O)(c1ccc(NCC2CCCCC2)nc1)N1CCOCC1 as listed: -0.39, -3, 0, 20, 3, 4, -33, -3, 8

Going on with the list:
SMILES	Pyk2 oligo antag	HUVEC tox IL1B	ERa coact inh	HUVEC tox TNFa	FAK blocker	PTPN22 act	F-actin modifier	LYP inh 2	VCAM1 TNFa inh
O=C(NCCCC(=O)N1CCOCC1)c1cccnc1	0.3	-54	-6	-16	-2	10	18	-11	23
O=C(Nn1cnnc1)c1cc2c(s1)CCCCC2	1	7	8	2	0	3	-3	-5	-8
CC(=O)Nc1ccc([N+](=O)[O-])cn1	-0.39	8	/	60	1	7	-7	-4	30
O=C(CCN1C(=O)C2C3C=CC(C3)C2C1=O)NCC1CCCO1 (configuration not stated)	-0.35	0	-34	-50	0	-10	69*	7	10
CCCC(c1nnnn1Cc1ccc(OC)cc1)N1CCC(C(N)=O)CC1 (configuration not stated)	0.62	20	-5	-18	-1	-5	-25	4	-9
CC(=O)c1c(C)n(-c2ccccc2)c2ccc(OCC(O)CN3CCOCC3)cc12 (configuration not stated)	1.1	-3	-1	-29	3	6	4	-6	19
Cc1cccc(N2CCN(C(=O)c3cc4c(=O)[nH]c5ccccc5c4n3C)CC2)c1C	-0.65	-23	44[fluorescence artefact?]	-16	0	-2	2	1	12
Cc1ccc(S(=O)(=O)N2CCC(C(=O)Nc3nnc(C45CC6CC(CC(C6)C4)C5)s3)CC2)cc1	/	-2	/	-23	-1	1	-13	-1	-7
COC(=O)c1cn(NC(=O)c2cccc(N(C)C)c2)c(=O)c2ccccc12	-1.1	-3	/	-24	6	-1	-10	-1	-17
CC(=O)c1c(N2CCN(C(=O)C3CCCO3)CC2)nc(=S)n(-c2ccccc2)c1C (configuration not stated)	0.77	-26	-8	-3	1	-2	-5	2	17
CC1CCc2nn(CC(=O)Nc3c(F)cc(F)cc3Br)cc2C1 (configuration not stated)	/	-6	-9	-22	/	2	1	-4	7
COc1cc(CNn2nnnc2N)cc(Br)c1OCC(=O)NC(C)(C)C	0.49	-4	5	-16	-1	13	-8	-9	15
COCCN1C=C(C(=O)OC)C(c2ccccc2C(F)(F)F)C(C(=O)OC)=C1	-1.6	-3	-5	2	7	6	-1	-1	5
COc1cc(NS(=O)(=O)c2ccc(NC(=O)COc3ccccc3Cl)cc2)nc(OC)n1	/	-4	-4	-17	-1	-3	14	3	14
COc1cc(C(=O)O)cc(Br)c1OC1CCCC1	0.16	-15	-6	-11	-1	0	-5	-3	30
O=C(OCC(=O)N1CCCc2ccccc21)C1CCN(S(=O)(=O)c2cccs2)CC1	0.91	-41	-4	-20	-2	4	-20	-6	2
